Source: PubChem BioAssay
Rad51 HR inh = human RAD51 strand exchange inhibitors, primary screen, biochemical, fluorescence. DNA repair protein RAD51 homolog 1 (Homo sapiens), Q06609. hRad51 DNA strand exchange, fluorescence dequenching. inhibition, % at 10 µM. actives 0.085% (n = 200,000);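 active = inhibition above 40% at the single screening dose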;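 also: 0% = DMSO control wells and 100% = blanks with heterologous ssDNA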
Target sequence (Q06609 whole entry, looked up): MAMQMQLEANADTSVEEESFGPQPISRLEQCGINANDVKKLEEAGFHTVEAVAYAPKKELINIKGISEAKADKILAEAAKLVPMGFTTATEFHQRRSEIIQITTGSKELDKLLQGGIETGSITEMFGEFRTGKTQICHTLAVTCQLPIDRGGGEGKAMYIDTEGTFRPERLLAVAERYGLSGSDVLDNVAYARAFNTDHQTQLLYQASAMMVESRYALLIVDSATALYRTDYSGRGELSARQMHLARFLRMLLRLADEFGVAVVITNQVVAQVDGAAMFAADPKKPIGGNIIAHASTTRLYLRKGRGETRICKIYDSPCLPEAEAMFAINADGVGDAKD
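Test system: preformed human Rad51 ssDNA filaments; also added: Donor/quencher-labelled 47-bp dsDNA substrate; doses: 10 µM final, single point; times: 37 °C 15-min filament assembly, 30-min compound preincubation, 15-min exchange; detection: FRET fluorescence dequenching, excitation 485 nm, emission 520 nm; read-out basis: Fluorescence-based percent inhibition, control- and blank-normalised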
hK5 inh = human KLK5 protease inhibitors, primary screen, biochemical, 1536-well; recombinant hK5, fluorogenic AMC substrate cleavage; inhibition, % at 5 µM; actives 0.59% (n = 210,000); AID 873, 2007;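 active = inhibition of 40% or more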;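 also: 0% = enzyme controls without compound and 100% = no-enzyme blanks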
Target sequence (Q9Y337 67-293 limits assumed): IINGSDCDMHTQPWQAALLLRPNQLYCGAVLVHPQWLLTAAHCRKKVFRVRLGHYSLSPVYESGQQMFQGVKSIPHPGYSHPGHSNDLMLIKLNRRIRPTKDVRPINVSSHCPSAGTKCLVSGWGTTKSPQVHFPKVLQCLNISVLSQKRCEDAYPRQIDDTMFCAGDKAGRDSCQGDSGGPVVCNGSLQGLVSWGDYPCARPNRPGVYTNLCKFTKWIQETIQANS
Cl transport mod = KCC2 cotransporter modulators, thallium flux, primary screen, cell-based, HEK293 KCC2, FluoZin-2 fluorescence, MLSMR. KCC2 cells, thallium flux FluoZin-2 fluorescence. B-score of Tl+ flux slope (higher = more flux/activation; lower = inhibition) at 10 µM. actives 2.2% (n = 190,000). AID 1456, 2008;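 active = thallium flux slope and its plate-corrected score both differing from the plate sample mean at a set confidence after two filtering rounds, in either direction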;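 also: slope of fluorescence scaled to starting intensity during 10 to 20 s after thallium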
Hck Nef HTS = inhibitors of Nef-activated human Hck kinase, primary screen, biochemical, Z-Lyte FRET, 384-well, Hck-YEEI | Recombinant Hck-YEEI plus Nef, Z-Lyte FRET kinase assay | Tyrosine-protein kinase HCK (Homo sapiens), P08631 | actives 0.68% (n = 220,000) | inhibition, % at 20 µM;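 active = Hck-Nef kinase inhibition above about 50%, limit read from the data; inactive = inhibition below that limit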;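 also: 0% = DMSO with Hck plus Nef and 100% = Hck alone without Nef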
Target sequence (P08631 whole entry, looked up): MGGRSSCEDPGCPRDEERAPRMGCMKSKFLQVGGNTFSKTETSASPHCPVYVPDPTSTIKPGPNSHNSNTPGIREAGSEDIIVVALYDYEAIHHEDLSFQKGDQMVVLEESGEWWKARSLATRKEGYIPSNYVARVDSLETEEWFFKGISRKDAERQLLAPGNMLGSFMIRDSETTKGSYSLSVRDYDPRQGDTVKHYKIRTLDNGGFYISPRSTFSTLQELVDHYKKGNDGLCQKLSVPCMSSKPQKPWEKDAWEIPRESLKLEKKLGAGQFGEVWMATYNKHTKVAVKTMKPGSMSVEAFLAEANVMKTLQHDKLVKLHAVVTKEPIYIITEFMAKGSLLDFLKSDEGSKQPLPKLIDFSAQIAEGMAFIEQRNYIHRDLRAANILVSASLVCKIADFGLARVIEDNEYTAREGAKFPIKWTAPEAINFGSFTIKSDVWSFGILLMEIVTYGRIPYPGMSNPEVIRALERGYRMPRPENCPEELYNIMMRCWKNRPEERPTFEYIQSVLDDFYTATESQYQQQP
zVAD death inh = inhibitors of zVAD-triggered necroptosis, primary screen, L929 cells; L929 zVAD necroptosis rescue, ATP luminescence, 24 h; with zVAD 60 µM; viability rescue, % at 10 µM; actives 0.38% (n = 220,000);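 active = activation, scaled between plate controls, above about 75%, limit read from the data; inactive = activation under that limit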;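 also: 0% = zVAD with DMSO and 100% = DMSO alone without zVAD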
FXIa inh = human FXIa protease inhibitors, primary screen, biochemical, 1536-well. purified FXIa, Boc-Glu-Ala-Arg-AMC fluorogenic substrate. inhibition, % at 5 µM. actives 0.14% (n = 220,000). AID 798, 2007;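 active = inhibition of at least 40%; inactive = inhibition below 40%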;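 also: fluorescence of freed AMC excited at 355 nm; 0% = enzyme without compound and 100% = no enzyme blank; many of its hits are not listed in these tables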
FXIIa inh = human FXIIa protease inhibitors, primary screen, biochemical, 1536-well; Coagulation factor XII (Homo sapiens), P00748; inhibition, % at 5 µM; purified FXIIa, Boc-QGR-AMC fluorogenic substrate, 2 h; actives 0.3% (n = 220,000); in the data active = inhibition above about 40%;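 also: 0% = enzyme with no compound and 100% = blank without enzyme; many of its hits are not listed in these tables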
TNF necrop inh = inhibitors of TNF-alpha triggered necroptosis, primary screen, cell-based, Jurkat FADD-/-, single concentration; Jurkat FADD-/- TNF necroptosis rescue, ATP luminescence, 24 h; 0 = TNF only, 100 = no-TNF cells; actives 0.068% (n = 220,000); AID 463075, 2010; activation (protection from cell death), % at 10 µM;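 active = activation, meaning protection from cell death, of at least 50% relative to plate controls; inactive = activation below 50%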;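 also: necroptosis triggered by 40 ng/mL TNF-alpha added together with compound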
thrombin 1536 = human alpha-thrombin inhibitors, primary screen, counter-screen for coagulation protease inhibitor project, biochemical, 1536-well, fluorogenic AMC substrate; Prothrombin (Homo sapiens), P00734; Boc-VPR-AMC fluorogenic substrate cleavage; inhibition, % at 5 µM; actives 0.26% (n = 220,000); AID 1046, 2008;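 active = inhibition at or above 40%; inactive = inhibition below 40%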;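 also: 0% = enzyme with no compound and 100% = wells without enzyme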
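Material: human alpha-thrombin protein; Also added: Boc-VPR-AMC substrate, 15 µM final; Timing: enzyme reaction carried out at room temperature; Signal: fluorescence, ex 355 nm, em 460 nm; Measure: % inhibition of thrombin; Controls: enzyme without compound as high, wells lacking enzyme as low.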
* hit, by the source's call; . = not tested or not shown. The list is partial; the hit share may differ from the screen's.

SMILES	Rad51 HR inh	hK5 inh	Cl transport mod	Hck Nef HTS	zVAD death inh	FXIa inh	FXIIa inh	TNF necrop inh	thrombin 1536
O=C(c1ccccc1)N1CCN(C2c3cccc4cccc(c34)C2NS(=O)(=O)c2ccccc2)CC1 (stereo not drawn)	-3	0	-0.01	-2	-0.1	-4	7	-7.2	-5
COC(=O)CSc1nc(-c2ccccc2)c2c(c1C#N)CCCC2	7	-6	-0.0072	3	0.4	-13	5	2.5	-4
O=C(Nc1nc2ccc([N+](=O)[O-])cc2s1)c1c(F)cccc1F	5	0	0.00085	2	4.3	-2	8	0.6	-6
CCCCCC(=O)Nc1cccc(C2=NOC3(C2)C[C@@H](C(N)=O)N(C(=O)c2cc([N+](=O)[O-])cc([N+](=O)[O-])c2C)C3)c1 (stereo partly drawn)	1	14	-0.48	2	0.0	40*	24	-0.4	14
COC(=O)c1c(NC(=O)CN2CCN(c3ccccc3)CC2)c2c(C)cccc2n1C	4	-26	-0.34	0	0.2	-2	7	-3.3	-3
COCCCNC(=O)c1cc2c(s1)CS(=O)(=O)C2	1	-8	0.49	-22	0.5	9	15	1.7	1
CCOC(=O)c1[nH]c2c(c1-c1ccccc1)C(=O)CC(c1ccccc1)C2 (stereo not drawn)	.	7	-0.23	-7	.	3	4	-1.2	-2
CN1CCN(C(=O)/C(=C/c2cccs2)NC(=O)c2ccco2)CC1	-2	19	-0.47	13	-2.0	14	21	0.3	18
COCCCNC(=O)c1oc2ccc(S(=O)(=O)N(C)C3CCCCC3)cc2c1C	2	3	.	-1	0.1	-1	15	-1.0	2
Cc1ccc(C)[n+](CC(=O)c2ccc(-c3ccccc3)cc2)c1	6	-5	-2.2	21	-0.2	2	5	-2.1	.
O=c1[nH]c2ccccc2n1C1=CCCC1	-1	-26	0.077	-1	0.1	-8	1	-1.8	-11
O=c1c2c3nc4ccccc4nc3n(Cc3ccccc3)c2ncn1Cc1ccco1	1	-75	-0.4	16	-0.6	0	11	-9.5	0
O=C(COC(=O)CC(c1ccccc1)c1ccccc1)NCc1ccccc1	10	-10	-0.8	3	-0.2	5	4	1.2	1
Cn1nc(-c2ccc(C(=O)NCC3CCCO3)cc2)c2ccccc2c1=O (stereo not drawn)	5	.	0.37	1	0.1	.	.	-3.9	.
CSc1cccc(NC(=S)N(CCCN2CCCC2)Cc2cccn2Cc2ccc(Cl)cc2)c1	-4	-3	0.88	26	-0.1	-1	12	-1.4	-7
CCOCc1nnc(NC(=O)CSCc2ccccc2)s1	2	0	.	2	0.2	4	-2	-2.7	-2
CCc1ccc(NC(=O)C/C(C)=N/NC(=O)OCc2ccc(OC)cc2)cc1	-4	0	0.48	-1	0.8	3	-2	0.7	-2
Cc1ccc(N=C2NC(=O)/C(=C/c3cccs3)S2)cc1C	-34	0	0.51	5	14	-10	0	1.3	-6
CCOC(=O)c1sc2nc(SCC(=O)N(CC)CC)n(CCCN3CCCC3=O)c(=O)c2c1C	35	-20	-1.1	-7	0.1	-3	3	2.2	1
CCc1ccc(C(=O)N2CCC(c3nc4ccccc4s3)CC2)cc1	-10	-2	-0.31	0	0.1	2	13	-1.5	-4
N/C(CSc1ccccn1)=N\OCc1c(Cl)cccc1Cl	6	5	-0.0057	6	0.6	3	0	6.8	-9
Cc1cc(C(=O)COC(=O)Cc2n[nH]c(=O)c3ccccc23)c(C)n1-c1ccc2c(c1)OCO2	0	-8	-0.49	7	19	-6	1	-4.7	-11
CC(Sc1nnnn1C)C(=O)NC(=O)NC1CCCCC1 (stereo not drawn)	10	-6	0.7	22	12	-4	3	46	-11
O=S(=O)(NCCSc1ccccc1)c1ccc(F)cc1	3	7	-1.2	1	0.1	-6	-2	2.4	-5
Cc1ccc(Nc2nc(/N=C/N(C)C)n[nH]2)cc1C	3	1	0.5	-2	8.8	-2	10	-1.1	-2
O=C(/C=C/c1cccc(Cl)c1)N1CCC(Cc2ccccc2)CC1	12	-13	-4	1	0.3	8	17	0.9	4
COc1ccccc1C1NC(=O)NC(C)=C1C(C)=O (stereo not drawn)	-1	1	-0.23	1	-0.1	-2	-1	-2.4	3
O=c1oc2ccccc2c(Nc2cccc(O)c2)c1[N+](=O)[O-]	-16	3	.	-2	0.1	5	12	-3.7	3
O=C(CN1C(=O)NC2(CCCC2)C1=O)NCC1CCCO1 (stereo not drawn)	2	-5	0.54	-45	5.2	6	.	0.6	-6
CCCCCC(=O)NC(=S)Nc1ccc(N2CCCCC2)c(Cl)c1	6	7	0.016	0	0.2	2	10	-0.6	-1
CCC(=Nc1ccccc1OC)C1=C(O)CC(c2ccccc2)CC1=O (stereo not drawn)	.	.	-1.7	8	-1.3	-6	6	-3.6	-5
COc1ccc(/C=N/NC(=O)Cn2cnc3c2c(=O)n(C)c(=O)n3C)c(OC)c1OC	.	-3	0.015	13	-0.2	-2	5	-1.0	-4
O=C(O)c1ccc2c(c1)C(=O)N(Cc1ccc3c(c1)OCO3)C2=O	-5	-21	-0.17	-21	-1.7	6	6	1.0	-5
Cc1sc2c(c1C)C(=O)/C(=C\Nc1ccccn1)S(=O)(=O)N2C	20	-4	0.061	-3	1.1	8	11	-1.1	0
COc1ccc2ccccc2c1/C=N/NC(=S)Nc1cc(S(=O)(=O)N2CCOCC2)ccc1N1CCOCC1	4	-3	0.055	6	0.0	-7	2	6.6	-8
OC(CNCCNc1ncccc1C(F)(F)F)COc1ccc(F)cc1 (stereo not drawn)	.	2	-0.42	16	-0.4	3	12	2.7	-2
COCCNC(=S)N1CCCC(CO)C1 (stereo not drawn)	9	-10	-0.37	18	3.7	-3	9	-0.1	-3
N#Cc1nc(COc2ccc(F)cc2)oc1N1CCCC1	0	-9	-0.18	2	-0.3	4	0	-1.1	4
CC(C)CNC(=S)NNC(=O)CC(C)O (stereo not drawn)	-43	-5	0.43	6	0.9	-2	4	0.0	5
N#C/C(=C/c1cn(CC(=O)O)c2ccccc12)C(=O)Nc1ccccc1	-17	0	-1.1	7	11	3	11	0.5	1
COc1cc(/C=N/NC(=S)NC(C)C)ccc1OCC(=O)Nc1c(C)cc(C)cc1C	16	-4	-0.091	16	.	1	14	-9.1	1
CCCCc1ccc(NC(=O)OC)cc1	-4	-23	-1.4	-4	0.8	3	13	0.1	-1
CC(C)N1CCC2(CC1)Oc1ccc(Br)cc1C1CC(c3cccnc3)=NN12 (stereo not drawn)	28	5	0.81	13	-0.7	2	11	0.7	3
O=[N+]([O-])c1ccc(OCC(O)CN2CCN(c3ccccc3F)CC2)cc1 (stereo not drawn)	-1	-4	-0.42	1	0.8	-4	7	2.6	-9
COc1cccc(N(C(=O)Cn2nnc3ccccc32)C(C(=O)NCc2ccco2)c2cccnc2)c1 (stereo not drawn)	7	-15	-0.22	-5	-0.4	3	8	0.2	2

Some entries already given, reduced to thrombin 1536, hK5 inh and FXIIa inh:
SMILES,thrombin 1536,hK5 inh,FXIIa inh
COc1cccc(N(C(=O)Cn2nnc3ccccc32)C(C(=O)NCc2ccco2)c2cccnc2)c1 (stereo not drawn),2,-15,8
COc1cc(/C=N/NC(=S)NC(C)C)ccc1OCC(=O)Nc1c(C)cc(C)cc1C,1,-4,14
O=C(O)c1ccc2c(c1)C(=O)N(Cc1ccc3c(c1)OCO3)C2=O,-5,-21,6
OC(CNCCNc1ncccc1C(F)(F)F)COc1ccc(F)cc1 (stereo not drawn),-2,2,12

Following part
SMILES	Rad51 HR inh	hK5 inh	Cl transport mod	Hck Nef HTS	zVAD death inh	FXIa inh	FXIIa inh	TNF necrop inh	thrombin 1536
O=C(CCN1C(=O)C2C3C=CC(C3)C2C1=O)Nc1ccccc1 (stereo not drawn)	0	2	0.13	23	2.1	-1	9	0.4	-1
N#Cc1c(-n2cccc2/C=N/O)sc2c1CCCC2	4	-7	.	7	0.4	-3	0	0.3	-7
CC1=CC(C)C(/C=N/n2cnnc2)C(C)C1 (stereo not drawn)	1	-16	0.49	2	0.0	2	17	-0.2	-7
Cc1cccc(C)c1OCC(=O)Nc1cccc(C(=O)O)c1	0	3	-1	-21	3.3	-3	8	1.0	-3
Cc1cc(C)c(O)c(-c2cc(C(=O)Nc3c(C)n(C)n(-c4ccccc4)c3=O)[nH]n2)c1	8	-5	-1.2	5	0.3	-4	2	5.2	-5
Cc1ccc(S(=O)(=O)NNC(=S)NCCc2ccccc2)cc1	-2	-4	-3	17	1.7	-2	7	5.9	-6
CCN(CC)C(=O)NCc1c(C)cc(C)cc1C	-4	3	-0.076	28	0.3	5	11	2.2	.
CCOC(=O)c1oc2ccc(S(=O)(=O)N3CCOCC3)cc2c1C	-7	0	-0.27	-1	0.3	4	-1	0.4	0
COc1cccc(-c2nc(CS(=O)CC(=O)NCCCOC(C)C)c(C)o2)c1 (stereo not drawn)	4	1	0.4	-3	0.1	2	20	-0.8	5
COC(=O)c1c(NC(=O)c2ccc(S(=O)(=O)N3CCOCC3)cc2)sc2c1CCN(C)C2	-3	15	0.4	5	-0.2	6	11	0.8	-2
CCOc1cc2nc(-c3ccc(OC)c(OC)c3)nc(N3CCOCC3)c2cc1OC	-6	-20	0.24	1	4.6	-8	2	-6.0	-7
CCOC(=O)c1sc(Nc2nc(OC)cc(OC)n2)nc1C	.	20	0.074	-4	1.2	11	20	2.0	13
O=C(Nc1cccc(F)c1)NC1CCCCC1	-1	1	.	1	0.4	2	17	5.8	5
c1ccc2cc3[nH]c(CN4CCOCC4)nc3cc2c1	2	-2	0.93	1	0.3	6	11	-0.7	2
Cn1c(C(=O)N2CCc3ccccc3C2)cc2oc3ccccc3c21	-3	-28	-1	-4	3.8	4	6	2.7	-2
CCOc1ccc(C(=O)NC(C(=O)NCc2ccccc2OC)C(C)C)cc1 (stereo not drawn)	8	-5	0.85	25	1.4	13	10	0.1	-5
O=C(CSc1nnc(Cc2ccccc2)o1)c1cc(F)ccc1F	4	-3	-7.1*	25	1.3	8	-1	2.6	-2
S=C(Nc1ccccc1Cl)N(Cc1cccnc1)Cc1ccco1	0	3	0.78	-15	-0.9	-2	9	-0.5	-4
COc1ccc(CCN2CN(S(=O)(=O)c3ccccc3)c3nc4ccccc4nc32)cc1OC	-1	-8	-1.3	2	-0.2	0	9	4.5	-2
CN(C)C(=O)CSc1nnc(-c2cnccn2)n1C	3	-2	-0.76	7	0.3	3	8	-1.3	-1
Cc1nc2ncnn2c(C)c1CCC(=O)NCc1ccco1	3	-4	-0.021	2	0.1	2	15	0.1	0
CCOC(=O)C1=C(C)N=C2SC(C)C(=O)N2C1c1ccc(OCC)c(OCC)c1 (stereo not drawn)	7	1	.	8	0.2	-4	-2	0.9	-6
